Screening results (PubChem BioAssay)
Dynein cargo inh – inhibitors of GR-EGFP nuclear translocation, primary screen, dynein cargo transport inhibitor project, imaging, high-content, 3617.4 mouse cells. test concentration mostly 20 µM; stimulated with dexamethasone, 1 µM; active compounds read low. z-score, hits read low. 0.47% of 220,000 active;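 active means plate z-score of nuclear minus cytoplasmic receptor signal below a set negative limit, without overly bright fluorescence or cell loss, cut at about -3.5 in these data, passing the limit was not always enough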;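 further: z-score of nuclear minus cytoplasmic ring GR-EGFP intensity difference per well; some compounds called inactive have numbers as strong as hits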
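Buffer or medium – tet-free medium with charcoal-stripped serum · Signal – automated 10x imaging of fixed Hoechst-stained cells · Also added – dexamethasone agonist, 1.0 µM final, for 30 min · Incubation – induction 48 h, compound 1 h, agonist 30 min · Read-out – GR-EGFP nuclear translocation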
ER stress rescue – rescue of cells from ER stress-induced death, primary screen, 384-well, CSM14.1, thapsigargin, ATP luminescence (AID 1222); 190,000 tested, under 10 active; CSM14.1 thapsigargin-induced death rescue, ATP luminescence; higher % means a stronger effect; cellular ATP content (survival), % at 20 µM, or EC50 in µM where a hit was titrated;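 active means EC50 below 50 µM in the dose-response confirmation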;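 further: death triggered by thapsigargin at about 15 µM added after 2 h compound pretreatment; cell ATP read after overnight thapsigargin exposure of roughly 18 to 22 hours; normalized against plate controls of thapsigargin alone and 5% DMSO vehicle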
P. falciparum M1AAP – P. falciparum M1AAP inhibitors, biochemical, fluorogenic H-Leu-NHMec substrate, 1536-well (AID 1445) | Aminopeptidase N (Plasmodium falciparum (isolate 3D7)) | recombinant M1AAP, H-Leu-NHMec fluorogenic kinetic assay; higher % means a stronger effect | inhibition, % at 30 µM; hits with a dose series show IC50 in µM | 0.42% of 220,000 active;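 active means primary inhibition above the hit cutoff, then over 50% inhibition at one or more dose response concentrations, cut at about 23% in these data, passing the limit was not always enough; inconclusive means conflicting primary data, or primary hits not chosen for dose response; inactive means low primary inhibition, or under 50% at every dose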;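 further: plate controls were DMSO full reaction for no effect and no enzyme background for full effect; strong numbers were not always called active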
MT stabilizer – microtubule stabilizers in HeLa cells, primary screen, imaging, high-content imaging. % tubulin-high responders, % at 10 µM. 0.83% of 200,000 active. AID 2205, 2009. HeLa tubulin immunostaining HCS, 24 h; share of cells brighter than vehicle mean+2SD;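 active means plate Z-score above 3 for both tubulin-high and condensed-nucleus cell shares, with cell loss under 80%, at 10 µM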;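 further: anti alpha tubulin signal scored within the nucleus-defined area of each cell; some results filed as inactive read as strong as hits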
Autophagy mod – autophagy modulators in MEF cells, primary screen, imaging, high-content, MEF GFP-LC3 | MEF GFP-LC3 puncta imaging; test concentration mostly 10 µM | calls only at 10 µM (by protocol) | 0.98% of 190,000 active;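 active means percentage of spot-positive cells more than 3 SD above its plate mean, without a fluorescence outlier flag or 80% toxicity; inconclusive means no clear call, values can overlap the other calls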;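 further: spot-positive cell cutoff set from DMSO-treated cells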
Lipid droplet – inhibitors of hepatocyte lipid droplet formation, primary screen, imaging, high-throughput imaging, BODIPY stain. AML12 mouse hepatocytes, oleate lipid droplets. inhibition, % at 6.5 µM. 0.4% of 240,000 active. AID 1656, 2009;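 active means lipid droplet intensity inhibited by at least 50%, with more than 500 cells counted; inconclusive means wells with under 300 cells, treated as cytotoxic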
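Assay system: AML12 hepatocytes (mouse); Probe or stimulus: oleic acid at 100 µM to induce lipid droplet formation; Dosing: compound at 6.5 µM only; Schedule: compound with oleate, overnight; Detection: fluorescence imaging, 20x objective, two fields per well; Measure: % inhibition of lipid droplet signal.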
P. falciparum M17LAP – P. falciparum M17LAP inhibitors, primary screen, biochemical, fluorogenic H-Leu-NHMec substrate, 1536-well (AID 1619); Leucine aminopeptidase (Plasmodium falciparum (isolate 3D7)); 0.38% of 220,000 active; recombinant M17LAP, H-Leu-NHMec fluorogenic kinetic assay; higher % means a stronger effect; inhibition, % at 30 µM, or IC50 in µM where a hit was titrated;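 active means compound inhibiting the enzyme by more than half at any dose during confirmatory dose-response retesting; inconclusive means strong single-dose inhibitors picked by rank but not retested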;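 further: plate controls were full reaction with DMSO carrier for no effect and no enzyme background for full effect; strong numbers were not always called active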
Ins promoter up – insulin promoter activators in MIN6 cells, imaging, high-content screening, mouse beta cells; MIN6 insulin promoter-GFP reporter; active compounds read high; 0.3% of 190,000 active; z-score at 5 µM;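 active means z-score above 3 at 5 µM with at least 500 cells counted in the well; inconclusive means wells under 500 cells, flagged as cytotoxic or low count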
Yfh1-depleted yeast – enhancers of respiration in Yfh1-depleted yeast, dose response, Friedreich's ataxia, plus single-dose screen (AID 1465); S. cerevisiae Yfh1-off respiration, WST-1 reduction, 72 h; higher fold induction means a stronger effect; 0.074% of 220,000 active; one-dose fold induction at 50 µM; EC50 in µM for titrated hits;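 active means fold induction of absorbance versus untreated yeast above a set limit, then at least 30% activation at any dose in follow-up; inconclusive means repeats straddling the limit, or above it without dose testing; inactive means fold induction below the set limit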;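 further: activators that raise dye reduction in frataxin-depleted yeast; strong numbers were not always called active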
Dynein cargo inh cytoplasmic EGFP – recorded beside Dynein cargo inh, whose call it bears; z-score; measured here: cytoplasmic GR-EGFP intensity; active compounds read high
Dynein cargo inh nuclear GR-EGFP – second read-out of Dynein cargo inh, no call of its own (marks repeat the call); z-score; measured here: nuclear GR-EGFP intensity;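 lower value marks the stronger effect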
Dynein cargo inh cell count – second read-out of Dynein cargo inh, no call of its own (marks repeat the call); z-score; measured here: cell count per field
Ins promoter up cell count – second read-out of Ins promoter up, no call of its own (marks repeat the call); cell count; measured here: cytotoxicity, nuclei count;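 total cells summed across four imaged fields per well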
Lipid droplet cells 6.5 µM – also measured in Lipid droplet; calls as there; cell count; measured here: cell count, cytotoxicity flag;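 cells counted across two imaged fields per well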
MT stabilizer Hoechst-high % – further read-out of MT stabilizer, marked with its call; % Hoechst-high responders; measured here: nuclear condensation Hoechst responders;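 share of cells brighter than vehicle mean plus two SD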
MT stabilizer cytotoxicity % – second read-out of MT stabilizer, no call of its own (marks repeat the call); toxicity, %; measured here: cytotoxicity by cell density;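 0% = mean cell density of plate MIN control wells and 100% = no cells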
Autophagy mod cell loss 18 h – further read-out of Autophagy mod, marked with its call; toxicity, %; measured here: cell loss, nuclei count;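 cell loss after 18 h compound exposure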
Active calls of the source: *; i = inactive; u = inconclusive; x = not tested or not shown; + = active, no number.

SMILES	Dynein cargo inh	Dynein cargo inh cytoplasmic EGFP	Dynein cargo inh nuclear GR-EGFP	Dynein cargo inh cell count	ER stress rescue	P. falciparum M1AAP	MT stabilizer	MT stabilizer Hoechst-high %	MT stabilizer cytotoxicity %	Autophagy mod	Autophagy mod cell loss 18 h	Lipid droplet	Lipid droplet cells 6.5 µM	P. falciparum M17LAP	Ins promoter up	Ins promoter up cell count	Yfh1-depleted yeast
C=CCNC(=S)NNC(=O)c1cccc(Br)c1	-0.281	-0.246	-0.136	-0.613	0.3%	-8.1%	8.2	2.6	3.9	i	-10.9	-2.7	630	-2.1%	-0.24	1327	i
CCOc1ncccc1C(=O)NCc1cccc(OC)c1	0.0411	-0.174	0.183	0.197	-1.3%	3.6%	3.5	1.2	2.0	i	-2.6	7.8	623	8.7%	x	x	i
CCOc1ccc(C(=O)c2cc([N+](=O)[O-])ccc2N2CCOCC2)cc1	-1.4	-0.0878	-0.972	0.763	-1.6%	5.7%	14.9*	37.7*	58.7*	i	41.7	u	x	5.0%	-3.46	533	i
Cc1cccc(NC(=S)NCC(c2cccnc2)N(C)C)c1 (centres undefined)	-0.536	-0.15	-0.385	-0.527	-1.1%	8.9%	2.8	3.2	9.8	i	1.0	-6.7	481	2.4%	1.89	1453	i
Cc1cccc(C)c1OC1(c2ccccc2)OC(=O)c2ccccc21 (centres undefined)	0.195	-0.223	0.46	0.202	-0.7%	1.9%	2.7	1.8	5.4	i	-34.1	x	x	9.5%	0.61	1484	i
CN(NC(=O)c1ccc(Cl)cc1)c1cccc(Cl)n1	0.0439	-0.199	-0.208	0.238	-1.2%	2.7%	2.3	1.3	6.9	i	-1.1	x	x	5.4%	1.06	1598	i
COc1ccc(OC)c(C2CC(=O)N3CN(c4cccc(Cl)c4)CSC3=C2C#N)c1 (centres undefined)	-0.212	3.89	0.818	-0.119	0.5%	14.7%	1.3	4.6	6.6	i	11.5	x	x	12.8%	-1.24	882	i
Cc1nnc(SCC(=O)N(C(C)C)C(C)C)[nH]c1=O	1.98	0.00757	1.84	-2.28	-1.0%	3.6%	2.6	1.6	5.0	i	5.2	3.7	709	9.0%	0.11	1497	i
O=C(CCN1CCc2ccccc2CC1)c1ccc2c(c1)OCCO2	-3.35	2.09	-1.84	0.178	-3.2%	11.3%	0.6	1.1	2.2	i	-20.1	x	x	9.8%	-0.5	970	i
Cc1nc2c(sc3nc4c(cc32)COC(C)(C)C4)c(=O)n1Cc1ccccc1	-0.977	-0.117	-0.39	0.441	-2.2%	-3.2%	1.1	2.6	13.0	i	-8.6	0.0	768	-11.0%	x	x	i
O=C(Nc1cccc([N+](=O)[O-])c1)c1ccccc1	1.8	-0.136	0.692	-1.24	x	3.5%	x	x	x	x	x	-26.1	639	-15.2%	0.96	1399	i
CN(C(=O)CSc1nnc(-c2cccs2)o1)C1CCS(=O)(=O)C1 (centres undefined)	1.05	0.539	1.45	-2.15	-0.2%	5.3%	2.7	2.1	8.4	i	-11.4	3.0	703	4.7%	1.17	1173	i
CCN(CC)S(=O)(=O)N1CCC(C(=O)NCC2COc3ccccc3O2)CC1 (centres undefined)	-0.526	-0.0726	-0.905	0.0836	-3.1%	7.2%	2.5	1.6	10.0	i	-2.1	2.4	715	11.3µM*	0.33	1144	i
Cc1onc(-c2ccccc2Cl)c1C(=O)N1C=CC(C(F)(F)F)=NCC1	-0.592	-0.186	-0.594	0.277	-0.3%	7.1%	1.6	1.8	5.5	i	33.9	5.0	704	8.1%	0.16	1981	i
O=C(OC1CCCCC1=O)c1cc(Cl)ccc1[N+](=O)[O-] (centres undefined)	-0.678	-0.273	-0.0605	0.632	-0.7%	4.0%	3.3	3.1	3.4	i	-2.3	1.1	683	-4.4%	-0.72	1285	i
Cc1nc(NC(=O)c2cc3c(s2)CCCCC3)sc1C(=O)N(C)C	-0.804	-0.269	-0.538	1.35	-2.3%	4.0%	1.5	1.9	6.4	i	-1.2	6.8	771	-0.9%	0.05	1246	i
COC(=O)c1c(C)oc(C)c1S(=O)(=O)NCC1CC1	1.02	-0.175	1.19	-0.966	x	-2.7%	x	x	x	x	x	4.1	711	-3.9%	0.21	959	i
N#C/C(=C(/O)COC(=O)c1ccc(O)cc1)c1nc2ccccc2[nH]1	-0.82	-0.216	-0.399	1.07	x	0.9%	x	x	x	x	x	-8.4	702	14.3%	1.6	882	i
CC(C)(O)C#Cc1ccc(C(=O)NCCc2ccc(S(N)(=O)=O)cc2)cc1	1.51	-0.194	0.937	0.0456	-0.3%	10.7%	2.9	2.2	10.8	i	-16.3	x	x	14.3%	-0.96	1246	i
CC1CCc2ccccc2N1C(N)=Nc1ccccc1 (centres undefined)	-1.11	-0.341	-0.907	0.495	-4.2%	2.0%	2.7	1.8	3.3	i	1.3	-11.2	742	4.7%	-1	1351	i
COc1ccc(-c2csc(/C(C#N)=C\c3ccc(OC)c([N+](=O)[O-])c3)n2)cc1	0.35	0.0271	-0.207	-0.795	-0.6%	4.0%	3.8	2.3	2.2	i	5.5	17.0	684	11.6%	-0.03	1342	i
CC1=C(C(=O)OCc2ccccc2)C(c2cccs2)N2C(=O)CCSC2=N1 (centres undefined)	-0.109	0.364	0.797	-0.385	-1.1%	11.7%	3.7	1.8	13.2	i	13.1	-12.5	712	6.1%	x	x	i
CC1Cc2nc(SCC(=O)N3CCN(c4ccccc4)CC3)n(C)c(=O)c2S1 (centres undefined)	-0.0688	-0.241	-0.0383	0.124	-0.8%	5.3%	3.6	3.3	2.3	i	7.8	15.1	649	-7.9%	-0.17	2068	i
NC(=O)c1ccccc1NC(=O)Nc1cccc(Cl)c1Cl	1.1	-0.0473	0.0729	-0.0477	-1.9%	-2.9%	2.5	2.3	0.9	i	1.4	3.1	680	-26.3%	0.12	1425	i
CC1=C/C(=N\N=C2\NC(=O)C(CC(=O)Nc3ccccc3F)S2)CC(C)(C)C1 (centres undefined)	-1.31	-0.153	-0.591	1.08	-0.5%	-0.7%	1.9	1.1	1.4	i	-47.5	1.0	673	5.9%	-0.8	1616	i
COc1cccc(N2CCN(C(=S)NCc3ccco3)CC2)c1	1.84	-0.0104	0.841	-2.44	2.2%	11.2%	1.6	0.9	1.3	i	3.3	x	x	8.8%	-0.1	1451	i
COc1ccc(N(Cc2ccccc2)S(=O)(=O)c2cccc(C(=O)NC3=NCCS3)c2)cc1	-0.0403	-0.207	-0.163	-0.0197	2.0%	5.5%	3.1	1.3	8.1	i	-0.7	x	x	-3.0%	-0.37	1592	i
CCOC(=O)C1CCN(C(=O)c2cnn3c(C)cc(C)nc23)CC1	-0.808	-0.216	-0.397	1.06	1.5%	3.8%	2.2	1.9	5.8	i	-3.7	x	x	-21.8%	1.64	1585	i
C/C(=N\NC(=O)COc1ccc(C)cc1Br)c1cc([N+](=O)[O-])cs1	-1.39	-0.143	-0.625	-0.0843	1.7%	2.3%	1.4	1.3	10.7	i	-9.1	-57.8	681	4.6%	-1.54	1405	i
CSc1nnc(Cc2ccc3c(c2)OCO3)o1	-0.48	-0.0754	-0.0415	0.437	0.4%	1.6%	2.9	2.6	12.0	i	-15.0	x	x	1.6%	0.2	1086	i
CCN(CC)CCCNC(=O)c1sc2nc(-c3ccc(F)cc3)cn2c1C	0.772	-0.15	0.611	-1.19	-1.3%	1.0%	3.3	2.6	1.9	+	2.5*	14.7	672	6.9%	0.67	935	i
CN(C)S(=O)(=O)c1ccc(-c2csc(N/N=C/c3ccc(O)cc3)n2)cc1	-1.84	0.43	-0.798	-0.706	x	3.6%	x	x	x	x	x	19.2	676	0.5%	u	x	i
Cc1cccc(C)c1Nc1nnc(SCc2nc3ccccc3c(=O)[nH]2)s1	-1.21	0.338	-0.536	-0.562	-1.6%	4.0%	3.4	2.7	4.0	i	1.4	4.6	630	21.5%	0.34	1286	i
O=C1NC2(CCCC2)Oc2ccccc21	0.0511	-0.201	0.116	-0.145	-1.0%	5.0%	5.3	2.0	6.9	i	2.9	-1.6	774	11.2%	0.35	1218	i
NCCCC[C@H]1CNC(=S)N1CCc1cccc(F)c1	-1.06	-0.289	-0.406	0.384	-1.5%	-2.8%	5.4	0.9	6.4	i	6.6	14.1	701	-2.0%	0.19	1418	i
O=C(N/N=C/c1cc2c(cc1Cl)OCO2)c1ccc2c(c1)OCCO2	-0.761	-0.193	-0.302	0.901	x	7.4%	x	x	x	x	x	1.6	641	-4.0%	-0.05	1128	i
